From PubChem
PKM2 act: increases activity of human pyruvate kinase M2. P14618. purified PKM2, Kinase-Glo ATP luminescence, activation; response scale: 0% is enzyme alone, no compound. Potency, µM (titrated, usually from 57.5 µM), without a hit: top-dose activation, actives largely listed as activators. actives 0.34% (n = 260,000); further: potency means the concentration at half of the fitted maximal effect; on the % scale 0 is the no-effect control and ±100 the full control effect; nearly all actives have a fitted effect of over 55% in size
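Purified hPK-M2 (>95% pure) converted ADP (0.1 mM final) to ATP with 0.5 mM PEP in 50 mM imidazole pH7.2, KCl, MgCl2, Tween 20, BSA; 1 h at room temperature. ATP detected by Kinase-Glo luminescence.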
Giardia kill: kills Giardia lamblia | AID 540267 | actives 0.15% (n = 340,000) | Giardia lamblia trophozoite viability | activity change, % at 7.66 µM, hits read low; in the data active means activity change below about -80%; inconclusive means between about -30% and that limit;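 further: parasites exposed to compound for two days anaerobically before the ATP read; on the % scale 0 is the no-effect control and ±100 the full control effect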
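Each well holds 100 Giardia trophozoites and compound. After two days (48 hrs) at 37 deg C in anaerobic conditions, ATP is quantified by luminescence.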
ELG1 genotox: induces genotoxicity in HEK293T cells with luciferase-tagged ELG1. HEK293T ELG1-luciferase reporter, luminescence, 16 h. Potency, µM (doses to about 46 µM), for the others: at the top dose activity change, positive = activation, most hits filed as activators. actives 1.3% (n = 330,000). AID 504466; further: potency means the concentration at half of the fitted maximal effect; % of control where 0% means no effect; nearly all actives have a fitted effect of over 60% in size
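After overnight (16 hr) compound treatment at 37 °C, ELG1-luciferase HEK293T cells were lysed with ONE-Glo; luminescence quantified 30 min later at room temperature.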
BRCA1 expr up: BRCA1 expression activation. AID 624202. Potency, µM (series often up to 46.1 µM), without a hit: at the top dose activation, hits mostly activators. MCF7-BRCA1-FFLuc reporter, luminescence, 48 h; response scale: scaled: vehicle 0%, 10 µM genistein 100%. actives 1.1% (n = 380,000); further: potency means the concentration at half of the fitted maximal effect; nearly all actives have a fitted effect of over 80% in size; some results filed as inactive show a strong effect at the top dose
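MCF7-BRCA1-FFLuc, 2000 cells/well; 2 h attach, 37 °C/5% CO2; compound 48 h; luciferase substrate 15 min; luminescence end-point. Norm. to genistein 10 microM max activation and DMSO; concentration-response curves fitted.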
Gal4-VP16 FLuc: Gal4-VP16 reporter inhibition counter-screen; Drosophila S2 Gal4-VP16 UAS-luciferase, luminescence, 20 h; Potency, µM (top dose mostly 53.6 µM), for inactives: top-dose activity, negative = inhibition, hits mostly inhibitors; actives 3.5% (n = 310,000);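 further: Gal4-VP16 expression switched on by copper sulfate through the metallothionein promoter; potency means the concentration at half of the fitted maximal effect; on the % scale 0 is the no-effect control and ±100 the full control effect; nearly all actives have a fitted effect of over 50% in size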
Menin MLL FP TR: menin-MLL binding inhibition, Texas Red mutant peptide; Menin + Texas Red MLL mutant peptide, fluorescence polarization; O00255; Potency, µM (series often up to 61.6 µM), for inactives: at the highest dose FP activity change, negative = inhibition, usual class: inhibitors; actives 0.23% (n = 270,000); active means well fitted inhibition curve with a large enough effect in the polarisation, with a control signal flat, not every such curve was filed as active; inconclusive means small, poorly fitted or top-dose-only effect, or effect the other way, or a change in a side signal; inactive means no such curve, though single readings can be large or run the other way; the % refers to the polarisation; further: potency means the concentration at half of the fitted maximal effect; % of control where 0% means no effect; many of its hits are not listed in these tables
Target sequence (O00255 whole entry, looked up): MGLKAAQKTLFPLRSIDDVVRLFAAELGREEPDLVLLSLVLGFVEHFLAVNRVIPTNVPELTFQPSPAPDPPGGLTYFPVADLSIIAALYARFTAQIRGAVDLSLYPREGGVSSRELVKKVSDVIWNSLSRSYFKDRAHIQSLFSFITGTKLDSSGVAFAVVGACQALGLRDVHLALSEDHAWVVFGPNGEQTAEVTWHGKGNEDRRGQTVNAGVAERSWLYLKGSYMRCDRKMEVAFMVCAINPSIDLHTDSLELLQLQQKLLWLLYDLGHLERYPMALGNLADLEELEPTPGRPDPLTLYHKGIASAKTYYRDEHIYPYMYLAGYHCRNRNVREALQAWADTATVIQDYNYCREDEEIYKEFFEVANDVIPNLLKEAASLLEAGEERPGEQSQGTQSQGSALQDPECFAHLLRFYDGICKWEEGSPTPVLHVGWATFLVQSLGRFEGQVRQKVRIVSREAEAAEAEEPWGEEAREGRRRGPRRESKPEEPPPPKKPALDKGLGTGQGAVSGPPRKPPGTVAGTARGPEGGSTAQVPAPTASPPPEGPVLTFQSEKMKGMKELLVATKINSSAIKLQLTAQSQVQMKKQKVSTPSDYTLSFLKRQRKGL
NPC1 prom act: NPC1 promoter activation; Huh7 NPC1 promoter luciferase reporter, 24 h; Potency, µM (highest dose often 9.22 µM), inactives show top-dose activation, hits mostly activators; actives 2.4% (n = 320,000);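 further: potency means the concentration at half of the fitted maximal effect; % of control where 0% means no effect; nearly all actives have a fitted effect of over 60% in size; reporter is driven by a mutant NPC1 promoter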
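Huh7 cells stably carrying NPC1 promoter–luciferase, plated in Opti-MEM with 10% FBS for 2 h, were exposed to compound in DMSO for 24 h at 37 °C; luciferase reagent was added for 10 min and luminescence read.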
FLuc counter: counter-screen for miR-21 project: firefly luciferase inhibitors or activators | P08659 | purified FLuc, Km substrates, luminescence inhibition | Potency, µM (top dose mostly 57.5 µM), for the others: at the top dose activity change, negative = inhibition, actives largely listed as inhibitors | actives 6.9% (n = 360,000) | AID 588342;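 further: potency means the concentration at half of the fitted maximal effect; plate controls were vehicle for no effect and reference inhibitor for full effect; nearly all actives have a fitted effect of over 55% in size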
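Biochemical qHTS of compounds, final roughly 60 µM downward over six points, against 10 nM purified firefly luciferase using Km concentrations of substrates (10 uM D-luciferin, 10 uM ATP) in Tris acetate pH 7.5 buffer; luminescence output.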
Rab9 promoter act: activates the Rab9 promoter; actives 2.8% (n = 320,000); AID 485297; Potency, µM (highest dose often 9.22 µM), inactives show at the highest dose activation, negative = inhibition, actives largely listed as activators; Huh7 Rab9 promoter-luciferase reporter, luminescence, 24 h; further: potency means the concentration at half of the fitted maximal effect; % of control where 0% means no effect; nearly all actives have a fitted effect of over 60% in size
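Quantitative HTS format; Huh7 Rab9-luciferase reporter cells (1500/well) receive compound 2 h post-plating, incubate 24 h at 37 °C, then get luciferase reagent for 10 min before luminescence reading.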
RORg inh: blocks mouse ROR gamma transcriptional activity | Drosophila S2 Gal4-RORgamma UAS-luciferase reporter, 20 h | Potency, µM (doses to about 53.6 µM), without a hit: top-dose activity change, negative = inhibition, hits mostly inhibitors | actives 5.4% (n = 310,000) | AID 2551; further: potency means the concentration at half of the fitted maximal effect; on the % scale 0 is the no-effect control and ±100 the full control effect; nearly all actives have a fitted effect of over 60% in size
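Drosophila S2 cells stably expressing Gal4-DBD/mouse RORγ fusion under metallothionein promoter plus UAS-luciferase; compound 1 h, then 700 uM CuSO4 induction for 20 h at ambient temperature; inhibition read as reduced luminescence.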
p53 reactivator: re-activators of mutant p53; H1299 p53-A138V BP100-luciferase reporter, luminescence, 24 h; Potency, µM (top dose mostly 92.2 µM), inactives show top-dose activity change, positive = activation, most hits filed as activators; actives 0.063% (n = 320,000); AID 504706; further: potency means the concentration at half of the fitted maximal effect; % of control where 0% means no effect; nearly all actives have a fitted effect of over 45% in size
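H1299 (p53-null), stable ts p53-A138V + BP100-Luc; 1000 cells/well, Opti-MEM/10% FBS; cpd 4 pt, 1:5; 24 h, 37 deg C, 5% CO2; detection reagent 10 min RT; luminescence.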
Active calls of the source: *; ? = inconclusive; / = no result given; [ ] = dose if it differs, or a comment. Unless noted, the call rests on the fitted dose curve; in most records, active means well fitted curve in the direction sought with a large enough effect; inconclusive means small, poorly fitted or top-dose-only effect, or another doubt; inactive means no such curve, though single readings can be large; an effect the other way counts as inactive or inconclusive.

Each structure is followed by: PKM2 act	Giardia kill	ELG1 genotox	BRCA1 expr up	Gal4-VP16 FLuc	Menin MLL FP TR	NPC1 prom act	FLuc counter	Rab9 promoter act	RORg inh	p53 reactivator
CCCCNC(=O)c1cc(-c2ccc(OC)cc2)on1
    -1%	6	8.2µM*	?	5%	9%	4µM*	8.5µM*	3.2µM*	12%	?
CCOc1ccc(CN(C)c2ccc(S(=O)(=O)N3CCN(C)CC3)cc2[N+](=O)[O-])cc1OC
    /	-2	-2%	-52%	/	/	-17%	2%	-31%[inhibitor]	/	3%
Cc1ccc(N=Nc2c(C)[nH]n(-c3ccccc3)c2=O)cc1Br
    2%	-10	1%	-47%	?	?	18%	-2%	18%	-1%	/
O=C(CCl)N(Cc1ccccc1)c1ccccc1
    0%	3	14%	-74%	?	-28%	-45%[inhibitor]	6%	-41%[inhibitor]	11µM*	-9%
O=C(CSc1nncs1)Nc1nnc(-c2ccccc2)o1
    -13%	10	1%	2%	?	/	11%	?	-1%	11µM*	25%
COc1cccc(/C=C/C(=O)Nc2ccc(C(=O)Nc3cccc(S(N)(=O)=O)c3)cc2)c1OC
    /	5	-2%	-32%	-2%	?	2%	?	8%	12%	1%
CCOc1ccccc1NC(=O)N1CCCC1C(=O)NCc1ccco1 (stereo not drawn)
    -4%	-16	1%	-6%	-16%	-14%	-2%	-1%	-1%	3%	2%
COc1ccc(C2C(C(=O)NCc3cccnc3)c3ccccc3C(=O)N2C)cc1OC (stereo not drawn)
    -10%	-2	-3%	9%	-10%	-2%	8%	1%	0%	-10%	-2%
CC(CN1CCOCC1)OC(=O)C(c1ccccc1)c1ccccc1 (stereo not drawn)
    -1%	-10	-1%	-30%	-6%	0%	-2%	-2%	2%	2%	11%
O=C(/C=C/c1ccc(Cl)cc1)N1CCN(c2ncccn2)CC1
    7%	/	0%	/	2%	2%	1%	?	-4%	-7%	-1%
O=C(NNC(=S)NC(=O)c1cccc([N+](=O)[O-])c1)c1ccc(Br)cc1
    /	3	-3%	-42%	?	?	1%	0%	-4%	11µM*	7%
NS(=O)(=O)c1ccc(NC(=O)/C=C/c2ccc3c(c2)OCO3)cc1
    -15%	-6	10%	-3%	9%	-2%	5%	-9%	-1%	-7%	-4%
CCCc1cc(=O)[nH]c(SCc2cc(Cl)ccc2OC(F)F)n1
    -1%	12	-4%	-54%	-11%	38%[activator]	-1%	4%	-1%	14%	-5%
O=C(OC1CCOC1=O)c1cc(-c2ccc(Br)cc2)nc2ccccc12 (stereo not drawn)
    -2%	-3	-1%	3%	-6%	29%	-2%	19µM*	1%	4%	1%
O=[N+]([O-])c1ccccc1/C=C/C=N/n1c(-c2cc(-c3ccccc3)n[nH]2)n[nH]c1=S
    -2%	-6	4%	-8%	-19%	/	-1%	-17%	1%	?	0%

Next part
Each structure is followed by: PKM2 act	Giardia kill	ELG1 genotox	BRCA1 expr up	Gal4-VP16 FLuc	Menin MLL FP TR	NPC1 prom act	FLuc counter	Rab9 promoter act	RORg inh	p53 reactivator
Cc1cc2cc(CNC(=S)NC3CCCCC3)ccc2n1C
    1%	24	-6%	-9%	?	?	-3%	-14%	5%	14µM*	2%
O=C(Cc1cccs1)Nc1cccc(-c2nc3ccccc3[nH]2)c1
    1%	-12	0%	2%	16%	7%	8%	?	0%	?	7%
COc1ccccc1CN(C)C(=O)c1ccc(COc2ccccc2)cc1
    3%	-29	-8%	3%	1%	?	2%	-1%	-1%	19%	2%
CC(C)c1ccc2[nH]c(O)c(N=NC(=O)c3ccc(CSc4nncn4C)cc3)c2c1
    0%	12	4%	12%	-1%	16%	18%	?	26%	5%	?
Cc1ccccc1-c1noc(CCC(=O)NCC2CCCO2)n1 (stereo not drawn)
    3%	3	-1%	3%	-3%	1%	2%	1%	-6%	10%	5%
CC1(c2ccccc2)NC(=O)N(CC(=O)Nc2nc(-c3ccccn3)cs2)C1=O (stereo not drawn)
    /	-17	-7%	-53%	/	/	5%	1%	-4%	/	4%
COc1ccc(-n2cnc3ccccc3c2=O)c([N+](=O)[O-])c1
    -4%	-20	0%	-20%	-5%	9%	1%	0%	3%	29%	28%
CC(C)N1CCC(N2CCN(CC#Cc3ccccc3)CC2CCO)CC1 (stereo not drawn)
    -10%	-11	3%	0%	-3%	-7%	7%	-6%	16%	11%	0%
CCOC(=O)c1sc2ccc(S(=O)(=O)N3CCOCC3)cc2c1N
    -2%	-4	-2%	-46%	-6%	9%	-1%	6%	9%	?	-6%
CC(C)Oc1cc(NC(=O)CS(=O)CC(=O)Nc2cccc(C(F)(F)F)c2)c(Cl)cc1Cl (stereo not drawn)
    -11%	20	-14%	-40%	?	?	-1%	2%	-1%	34%	0%
COc1cc2cc(C)c(SCC(=O)N3CCOCC3)nc2cc1OC
    -1%	9	6%	-2%	-1%	-13%	-1%	-2%	-3%	-38%	-2%
Nc1nc(SCc2ccc3c(c2)OCCO3)n[nH]1
    -2%	20	/	?	27%	22%	/	?	/	12%	/
COc1ccccc1CCNC(=O)C(=O)NCC1OCCN1S(=O)(=O)c1ccc(Br)cc1 (stereo not drawn)
    3%	-7	-4%	-8%	35µM*	-4%	-2%	-1%	-7%	?	-5%
N#C/C(=C/c1ccc(N2CCCCC2)o1)C(=O)NCCc1c[nH]c2ccccc12
    1%	-1	-2%	-27%	-13%	22%	-6%	-16%	-4%	28%	-5%
OCCN1CCN(CCOc2cccc(Cl)c2)CC1
    -4%	-20	1%	12%	-9%	10%	1%	1%	-2%	3%	10%

Continuation.
Each structure is followed by: PKM2 act	Giardia kill	ELG1 genotox	BRCA1 expr up	Gal4-VP16 FLuc	Menin MLL FP TR	NPC1 prom act	FLuc counter	Rab9 promoter act	RORg inh	p53 reactivator
COc1ccc(NC(=O)c2ccc3nc[nH]c3c2)c(OC)c1
    -8%	-25	10%	11%	-7%	10%	0%	?	12%	26%	3%
Cc1cccc(-n2cc(-c3ccccc3)c3c(=O)[nH]cnc32)c1
    21%	14	2%	-55%	-10%	-6%	1%	2%	-5%	29%	-9%
COc1ccc(CCN(C)Cc2c(O)ccc3ccccc23)cc1OC
    /	-9	0%	-9%	-8%	23%	0%	-3%	-2%	25%	9%
COc1ccc(OC)c(NC(=O)CCCSc2ccccc2)c1
    -1%	9	-23%	28%	1%	0%	-5%	3%	-9%	-1%	-8%
COc1cc(SC)ccc1C(=O)Nc1ccc2c(c1)OCCO2
    0%	-16	?	?	?	1%	?	0.54µM*	0.89µM*	11µM*	16%
OCC[C@@H]1C[C@H](O)[C@@H](O)[C@@]2(OCCc3ccccc32)O1
    -1%	0	-4%	30%	-3%	7%	1%	-1%	-2%	-15%	23%
O=C(COC(=O)c1cccc2c1C(=O)c1ccccc1C2=O)NC1CCCCC1
    13%	-8	-7%	-47%	-11%	-13%	0%	?	-2%	?	-15%
O=C(CCc1nnc2ccc(N3CCCC3)nn12)Nc1ccc(F)c(F)c1
    /	22	3%	3%	-11%	7%	-2%	1%	4%	-6%	-17%
COc1ccc(/C=C/C(=O)c2cccc(-n3cnnn3)c2)cc1O
    5%	-12	0%	0%	12%	-4%	0%	-14%	-3%	13%	3%
CN1CCN(NC(=O)c2cc(Br)ccc2Cl)CC1
    -2%	-4	1%	-19%	-8%	-2%	-1%	3%	-1%	10%	-14%
O=C(CN1C(=O)/C(=C/c2ccccc2)SC1=S)Nc1cccnc1
    -19%	8	1%	-2%	2%	?	-6%	?	-6%	2%	-1%
COc1ccc2c(c1)SC(C)CC2=O (stereo not drawn)
    -13%	-7	2%	2%	-6%	-14%	2%	-5%	-3%	-12%	-1%
Cc1cc(C)nc(SCC(=O)Nn2cnnc2)n1
    -2%	-11	-1%	-12%	-10%	-3%	-1%	5%	-1%	10%	7%
COc1cccc(C(c2c(NC(=O)c3ccco3)sc(C)c2C)N2CCOCC2)c1 (stereo not drawn)
    /	10	7%	-18%	/	/	-3%	-11%	5%	/	5%
O=C(O)C1C2CCC(C2)C1C(=O)Nc1cccc([N+](=O)[O-])c1 (stereo not drawn)
    /	-24	-3%	-14%	-7%	8%	-5%	3%	-2%	-19%	3%

A portion of the library, so the mix of outcomes need not match the whole.
